ERG-DNA inh: blocks human ERG Ets domain binding to DNA; Potency, µM (series often up to 76.9 µM), inactives show at the top dose FP activity, negative = inhibition, usual class: inhibitors; fluorescence polarization, His-ERG Ets domain / labelled DNA; hit rate 0.028% among 370,000; P11308; AID 624246; active = well fitted inhibition curve with a large enough effect in the polarisation, with a control signal flat; inconclusive = small, poorly fitted or top-dose-only effect, or effect the other way, or a change in a side signal; inactive = no such curve, though single readings can be large or run the other way; the % refers to the polarisation;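 also: polarization taken with two DNA probes labelled with fluorescein and Texas red; potency is read from the fitted curve at half-maximal effect; % of control where 0% means no effect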
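His-tagged ERG Ets domain (1 uM in the protein solution; 300mM KCl, 50mM Tris-HCl, 1mM EDTA, 1mM DTT, pH 7.5) received compound, then a probe mix of 5 nM fluorescein-DNA and 100nM Texas-615-DNA. Fluorescence polarization was read for both dyes.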
JMJD2A Tudor inh: JMJD2A Tudor domain (human) inhibition; O75164; AlphaScreen JMJD2A-Tudor / H3K4me3 peptide binding; Potency, µM (titrated, usually from 114 µM), for the others: top-dose activity change, negative = inhibition, actives largely listed as inhibitors; hit rate 4.4% among 390,000; also: potency is read from the fitted curve at half-maximal effect; % is scaled to controls: 0 for no effect and ±100 for the full control effect; nearly all actives have a fitted effect of over 50% in size
HP1b binding inh: HP1-beta chromodomain-methylated histone interaction inhibition. P83916. hit rate 0.56% among 390,000. AlphaScreen HP1-beta / biotin-H3K9me3 peptide binding. Potency, µM (top dose mostly 114 µM), for the others: top-dose activity change, negative = inhibition, usual class: inhibitors. AID 540317; also: potency is read from the fitted curve at half-maximal effect; nearly all actives have a fitted effect of over 70% in size; inactives centre near 23
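AlphaScreen: HP1-beta (50 nM) preformed 30 min with biotin-H3(1-18)K9me3 peptide (50 nM) in PBS pH 7.4, 0.01% Tween-20. Compound added for 30 min at RT, then streptavidin donor/nickel chelate acceptor beads (10 ug/mL) for 30 min.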
Pin1 inhibitor: blocks the human prolyl isomerase Pin1 | Q13526 | Pin1 FP peptide displacement, HiFluor488, 10 min | Potency, µM (doses to about 115 µM), inactives show at the highest dose activity, negative = inhibition, actives largely listed as inhibitors | hit rate 0.009% among 390,000 | AID 504891; active = well fitted inhibition curve with a large enough effect in the polarisation, with a control signal flat, not every such curve was filed as active; inconclusive = small, poorly fitted or top-dose-only effect, or effect the other way, or a change in a side signal; inactive = no such curve, though single readings can be large or run the other way; the % refers to the polarisation; also: potency is read from the fitted curve at half-maximal effect; % is scaled to controls: 0 for no effect and ±100 for the full control effect
Target sequence (Q13526 whole entry, looked up): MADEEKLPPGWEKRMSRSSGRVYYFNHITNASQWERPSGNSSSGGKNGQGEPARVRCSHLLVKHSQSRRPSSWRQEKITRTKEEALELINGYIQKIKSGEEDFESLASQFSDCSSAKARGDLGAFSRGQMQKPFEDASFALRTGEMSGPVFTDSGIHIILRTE
GLS inhibitor: blocks human kidney-isoform glutaminase activity. GLS enzymatic activity, qHTS titration. hit rate 0.21% among 410,000. Potency, µM (series often up to 45.5 µM), inactives show top-dose activity change, negative = inhibition, hits mostly inhibitors. AID 624170. O94925; also: potency is read from the fitted curve at half-maximal effect; % is scaled to controls: 0 for no effect and ±100 for the full control effect
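Assay buffer: 45 mM KH2PO4 pH 8.2, 0.02% Tween-20. hKGA acts on L-glutamine (1 mM solution added); product glutamate is reported by an oxidase/peroxidase Amplex Red coupling, with fluorescence taken at baseline and 30 min.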
PI4K2A inh: inhibitors of human PI4K2A; purified PI4K2A, ADP-Glo luminescence, 1 h; stronger effect = lower value; Q9BTU6; hit rate 0.13% among 420,000; activity change, negative = inhibition, % at 76.9 µM; in the data active = activity change below about -50%; inconclusive = mostly about -30% to -49%;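 also: -100% = wells without enzyme as full effect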
Target sequence (Q9BTU6 whole entry, looked up): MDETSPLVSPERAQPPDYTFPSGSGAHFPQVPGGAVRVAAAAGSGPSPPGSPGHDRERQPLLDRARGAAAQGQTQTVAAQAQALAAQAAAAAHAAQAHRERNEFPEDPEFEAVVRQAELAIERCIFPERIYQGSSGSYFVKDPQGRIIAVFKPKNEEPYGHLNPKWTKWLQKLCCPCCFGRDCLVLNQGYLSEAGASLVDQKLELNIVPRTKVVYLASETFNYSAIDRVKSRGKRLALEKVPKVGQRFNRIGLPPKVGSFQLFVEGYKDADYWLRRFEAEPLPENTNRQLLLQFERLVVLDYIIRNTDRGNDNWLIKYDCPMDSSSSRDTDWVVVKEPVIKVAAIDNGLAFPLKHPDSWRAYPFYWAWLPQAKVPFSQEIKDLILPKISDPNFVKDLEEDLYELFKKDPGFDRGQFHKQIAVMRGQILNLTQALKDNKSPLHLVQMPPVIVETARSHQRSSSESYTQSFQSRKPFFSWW
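ADP-Glo luminescence measured ADP generated by PI4K2A enzyme (4 ug/mL before mixing) with 1.2 mM PI substrate (pre-mix) and 300 microM ATP (pre-mix). Tris pH7.5 buffer with MgCl2, Triton X-100; 1 h reaction at ambient temperature.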
BAZ2B inh: inhibitors of human BAZ2B bromodomain; AlphaScreen BAZ2B-H3K14Ac peptide displacement; Potency, µM (top dose mostly 114 µM), without a hit: at the top dose activity change, negative = inhibition, most hits filed as inhibitors; Q9UIF8; AID 504333; hit rate 4.4% among 360,000; also: potency is read from the fitted curve at half-maximal effect; % is scaled to controls: 0 for no effect and ±100 for the full control effect; nearly all actives have a fitted effect of over 60% in size
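BAZ2B (50 nM) with biotin-H3(5-23)K14Ac peptide (50 nM) in PBS pH 7.4, 0.01% Tween-20, preformed 30 min, then compound 30 min at room temperature; top concentration 110uM. AlphaScreen streptavidin donor/nickel chelate acceptor beads (10 ug/mL final), 20 min dark, signal read.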
Tb PGK inh: blocks T. brucei phosphoglycerate kinase. P07378. PGK/GAPDH coupled, Kinase-Glo luminescence, 60 min. Potency, µM (doses to about 57.5 µM), for inactives: at the highest dose activity change, negative = inhibition, usual class: inhibitors. hit rate 0.043% among 380,000; also: potency is read from the fitted curve at half-maximal effect; % is scaled to controls: 0 for no effect and ±100 for the full control effect; nearly all actives have a fitted effect of over 60% in size
Target sequence (P07378 whole entry, looked up): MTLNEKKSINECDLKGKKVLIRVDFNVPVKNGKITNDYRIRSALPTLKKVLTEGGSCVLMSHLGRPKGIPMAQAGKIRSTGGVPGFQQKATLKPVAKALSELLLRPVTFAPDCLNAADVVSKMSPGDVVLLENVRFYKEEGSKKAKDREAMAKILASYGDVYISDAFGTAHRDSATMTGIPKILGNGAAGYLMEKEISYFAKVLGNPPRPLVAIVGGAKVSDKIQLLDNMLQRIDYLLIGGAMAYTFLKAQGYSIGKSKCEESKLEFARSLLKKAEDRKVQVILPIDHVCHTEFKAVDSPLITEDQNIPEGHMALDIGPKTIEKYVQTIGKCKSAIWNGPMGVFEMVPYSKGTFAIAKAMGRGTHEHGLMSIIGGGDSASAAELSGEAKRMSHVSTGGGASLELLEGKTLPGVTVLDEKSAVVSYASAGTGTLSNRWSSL
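Recombinant glycosomal PGK reaction used 1,3-bisphosphoglycerate generated in-well by GAPDH (100nM final) in 100mM TEA pH 7.6, 5mM MgCl2, 0.01% Tween-20. After 60 minutes at room temperature, ATP was read by Kinase-Glo Plus luminescence end-point.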
G9a block: blocks human histone lysine methyltransferase G9a. Q96KQ7. G9a H3K9 monomethylation, AlphaScreen, 2 h. Potency, µM (series often up to 102 µM), inactives show top-dose activity, negative = inhibition, hits mostly inhibitors. hit rate 8.8% among 350,000; also: potency is read from the fitted curve at half-maximal effect; % is scaled to controls: 0 for no effect and ±100 for the full control effect; nearly all actives have a fitted effect of over 75% in size
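Compounds were preincubated with 20 nM G9a for 15 min, after which biotinylated H3K9 peptide (500 nM) and SAM (20 uM) started a 2 h room-temperature reaction. Monomethylated product was quantified by antibody-based AlphaScreen chemiluminescence.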
* = called active by the depositor; i = inactive; ? = inconclusive; . = no result given; [ ] = another dose, or the depositor's remark. Unless noted, calls follow the shape of the dose curve; as a rule, active = well fitted curve in the direction sought with a large enough effect; inconclusive = small, poorly fitted or top-dose-only effect, or another doubt; inactive = no such curve, though single readings can be large; an effect the other way counts as inactive or inconclusive. Only part of the results is shown; the hit share may differ from the screen's.

| structure | BAZ2B inh | HP1b binding inh | PI4K2A inh | Pin1 inhibitor | JMJD2A Tudor inh | ERG-DNA inh | GLS inhibitor | G9a block | Tb PGK inh |
| --- | --- | --- | --- | --- | --- | --- | --- | --- | --- |
| CCC1(O)CCC2C3CCC4=CC(=O)CCC4C3CCC21CC (stereo not drawn) | . | 21% | -2 | 5% | -14% | -9% | -4% | . | -8% |
| COC(=O)C1=C(c2ccc(Cl)c(C(F)(F)F)c2)C[C@@H]2CC[C@H]1N2C(=O)NCCCOC(C)C | 1% | 33% | -1 | -13% | -20% | -11% | 22% | 8%[2.33 µM] | -5% |
| COc1ccc(CCNC2CCCCC2)cc1 | -3% | 48% | -3 | -3% | -8% | 1% | -2% | -4% | -7% |
| CNC(CC(C)C)C(=O)NC1C(=O)NC(CC(N)=O)C(=O)NC2C(=O)NC3C(=O)NC(C(=O)NC(C(=O)O)c4cc(O)cc(O)c4-c4cc3ccc4O)C(O)c3ccc(c(Cl)c3)Oc3cc2cc(c3OC2OC(CO)C(O)C(O)C2OC2C[C@](C)(N)C(O)C(C)O2)Oc2ccc(cc2Cl)C1O (stereo partly drawn) | 12% | 62%[activator] | -1 | -1% | -3% | -9% | -2% | 9%[12.7 µM] | -1% |
| Cc1cccc(-n2c(=S)[nH]c3ccccc3c2=O)n1 | 1% | 16% | 0 | 5% | -8% | 10% | 3% | ? | i |
| COc1ccccc1CCNC1CCCC(C)C1 (stereo not drawn) | -2% | 30% | -1 | 2% | 2% | 0% | 4% | 27%[59 µM] | -4% |
| COc1ccccc1N1CCN(Cc2cccc(Br)c2)CC1 | 50µM* | ? | 0 | -5% | 13µM* | 14% | 17% | 11µM* | 7% |
| CC1(C)NC(=O)[C@H]2CCCN21 | . | 41%[activator] | -3 | 0% | 3% | 12% | 0% | . | -8% |
| Cc1cccc(C(=O)Nc2ccc(Cl)cc2C(=O)c2ccccc2)c1 | -1% | 23% | -1 | -2% | 0% | -1% | -1% | -16%[59 µM] | 0% |
| CCOC(=O)C(=CNc1ccc(C(O)(C(=O)OCC)C(F)(F)F)cc1C)C(=O)OCC (stereo not drawn) | 11% | 52%[activator] | 0 | 4% | -3%[57.1 µM] | -2% | 1% | -3%[59 µM] | 0% |
| Cc1cc(OCc2nn[nH]n2)c2c3c(c(=O)oc2c1)CCC3 | 6% | 37% | -6 | 0% | -27% | 11% | 3% | -26% | 5% |
| CCOC(=O)c1c(C)n(Cc2ccccc2)c2ccc(O)cc12 | ? | 1% | 6 | 2% | ? | -4% | -24% | 32µM* | -1% |
| NC(=O)c1ccsc1NC(=O)COC(=O)Cc1ccccc1 | 20% | 30%[activator] | 20 | 2% | -9% | 1% | 5% | 9%[12.7 µM] | 6% |
| CC(C)(C)C(=O)O[C@H]1CC[C@@]2(C)C(=CC(=O)C3C2CC[C@]2(C)C(=O)CCC32)C1 (stereo partly drawn) | . | 8%[57 µM] | 5 | -2% | -11% | -2% | -6% | . | -3% |
| CC(=O)Nc1cc(C(=O)N2CCC3(CC2)OCCO3)ccc1S(=O)(=O)c1ccc(C)cc1 | 3% | 12% | 2 | -1% | -12% | 1% | 0% | 22%[0.501 µM] | -7% |
| COc1ccc(C2SCC(=O)Nc3c2c(C)nn3C2CCOC(C)(C)C2)cc1OC (stereo not drawn) | -3% | 5% | 1 | 1% | -16% | -13% | -6% | -29% | -6% |
| Cn1cccc1/C=C1\C(=O)NC(=O)N(Cc2ccccc2Cl)C1=O | . | 3% | -12 | -12% | ? | 10% | -1% | 45µM* | -12% |
| COc1ccccc1C(=O)C1CCCN(Cc2cnc(C)s2)C1 (stereo not drawn) | ? | 19% | 10 | 0% | -18% | 4% | 2% | -30% | -9% |
| Cc1cccc(N=Cc2c(O)n(-c3ccccc3C)c(=O)[nH]c2=O)c1 | -7% | 11% | 2 | 11% | -18% | 2% | 7% | -35% | -4% |
| CCCCCCOC(=O)c1ccccc1N | 76%[activator] | 192% | 4 | 6% | 71%[activator] | 2% | -15% | 55%[activator][59 µM] | -3% |
| CC12Cc3cnoc3C=C1CCC1C2CCC2(C)C1CCC2(C)O (stereo not drawn) | . | 19% | 1 | -3% | -19% | -7% | 3% | . | 6% |
| O=C(OCCN1CCOCC1)C1(c2ccccc2)CCCC1 | . | 47%[activator] | 0 | 4% | -1%[11.4 µM] | 1% | 1% | ? | -4% |
| CC(C)(C)C(=O)O[C@H]1CC[C@@]2(C)C(=CC(=O)C3C2CC[C@]2(C)C(=O)[C@H](O)CC32)C1 (stereo partly drawn) | . | 22%[57 µM] | -4 | -4% | -14% | 9% | 7% | . | 8% |
| CCN(CC(=O)Nc1ccc(NC(C)=O)cc1)C(=O)CSC(c1ccccc1)c1ccccc1 | -2% | 4% | 1 | ? | -31% | 2% | 0% | 4%[12.7 µM] | 4% |
| CCOC(=O)C1SC2(C(F)F)CC1(O)c1c(c(OC)c3occc3c1OC)O2 (stereo not drawn) | 5% | 22% | -3 | 2% | -2% | . | -2% | 30%[12.7 µM] | -4% |
| Cc1ccc(C(=O)c2cc(Br)ccc2N)cc1 | -30% | 30% | 0 | 7% | -16% | 4% | 0% | ? | -4% |
| COc1ccc(C(=O)OC2CC[C@@]3(C)C4CCC5[C@]6(O)CC(O)[C@@]7(O)C(CN8CC(C)CCC8[C@@]7(C)O)[C@]6(O)C[C@@]53O[C@]24O)cc1OC (stereo partly drawn) | 5% | 18% | 19 | 0% | -8% | 8% | 1% | 46%[activator] | 1% |
| COc1ccc(-n2c(SCCN(C)C)nc3ccccc3c2=O)cc1 | -13% | 6% | -2 | -1% | -15% | -3% | 5% | . | 0% |
| CC1CCCCC1NC(=O)CNC(=S)N1CC2CC(C1)c1cccc(=O)n1C2 (stereo not drawn) | -4% | 46%[activator] | -1 | -7% | -15% | 10% | -2% | 19%[59 µM] | -7% |
| COc1ccc(CCN)cc1O | . | 47%[activator] | 4 | 5% | -3% | -2% | 92%[activator] | ? | -6% |
| O=C1C2CCCN2C(c2ccccc2)N1c1ccccn1 (stereo not drawn) | 0% | 23% | 1 | -8% | 3% | -9% | -3% | -23% | i |
| CCN1CCN(Cc2cc(Br)cc(OC)c2O)CC1 | 12% | 25% | 2 | 9% | -22% | 9% | 48%[activator] | ? | i |
| COC(=O)C1=C(c2ccc(C(C)=O)cc2)C[C@@H]2CC[C@H]1N2C(=O)NCc1ccco1 | -11% | 22% | 0 | ? | -27% | -5% | -19% | 4%[0.501 µM] | -4% |
| Cc1ccc(-n2c(O)c(C=NCC3CCCO3)c(=O)[nH]c2=O)c(C)c1 (stereo not drawn) | 22% | 25% | 3 | 18% | -3% | 5% | -17% | 49%[12.7 µM] | -10% |
| O=C1NC(=O)C(CCc2ccncc2)(Cc2ccc([N+](=O)[O-])cc2)C(=O)N1 | 7% | 31% | -3 | 3% | -10% | -4% | 0% | 8%[59 µM] | i |
| COc1ccc(N2CCN(CCc3ccncc3)CC2)cc1 | -12% | 10% | 0 | 1% | -11% | 13% | 0% | 18%[59 µM] | 5% |
| Cc1ccccc1NC(=O)COC(=O)c1cc(C)n(C2CC2)c1C | -4% | 18% | -2 | 6% | -16% | -11% | 1% | -5%[59 µM] | -5% |
| CCOC(=O)CSc1nn(-c2ccccc2)c(=S)s1 | 6% | 58%[activator] | -3 | -1% | 46%[activator] | -5% | 6% | 57%[activator] | -11% |
| CN1C2c3ccccc3C3C4c5ccccc5C(C31)C(C2[N+](=O)[O-])N4C (stereo not drawn) | -21% | 23% | 5 | 4% | -12% | 2% | -9% | -2% | -11% |
| CC1CCCCC1n1c(-c2cccnc2)n[nH]c1=S (stereo not drawn) | -6% | 54%[activator] | 6 | -1% | 7.1µM* | 3% | -1% | 14µM* | 4% |
| CCOC(=O)c1c(C)c(P(=S)(N2CCOCC2)N2CCOCC2)n(C)c1C | ? | ? | 0 | -3% | -25% | -2% | -17% | 6.3µM* | -1% |
| COc1cccc(C2(O)CCN(CC(=O)Nc3nc(C)cs3)CC2)c1 | ? | 40%[activator] | 3 | -1% | -2% | 5% | 19% | . | -2% |
| CCC(=NCCc1ccccc1)c1c(O)n(C)c(=O)n(C)c1=O | -1% | 32% | -4 | 1% | -14% | -5% | -1% | 13% | -1% |
| COc1ccc(CC(=O)N(CCN(C)C)CC2CCCN(Cc3ccccc3F)C2)cc1 (stereo not drawn) | 20% | 28% | -1 | -3% | -16% | 0% | 2% | . | -3% |
| COCCCNC(=S)NNC(=O)c1ccc(C(C)(C)C)cc1 | -2% | 52%[activator] | 4 | -6% | -7% | -18% | -8% | . | 0% |
| CNC(=O)Oc1cccc2c1OC(C)(C)O2 | . | 7% | 2 | -2% | -11% | -6% | -5% | . | 9% |

Reprinted at random: 2 entries already listed, in no set order.
| structure | BAZ2B inh | HP1b binding inh | PI4K2A inh | Pin1 inhibitor | JMJD2A Tudor inh | ERG-DNA inh | GLS inhibitor | G9a block | Tb PGK inh |
| --- | --- | --- | --- | --- | --- | --- | --- | --- | --- |
| CCC(=NCCc1ccccc1)c1c(O)n(C)c(=O)n(C)c1=O | -1% | 32% | -4 | 1% | -14% | -5% | -1% | 13% | -1% |
| CCOC(=O)c1c(C)c(P(=S)(N2CCOCC2)N2CCOCC2)n(C)c1C | ? | ? | 0 | -3% | -25% | -2% | -17% | 6.3µM* | -1% |
